Screens deposited in PubChem BioAssay by Broad Institute.
Xi reactivation: activators of inactive X chromosome reactivation, primary screen, imaging, XiGFP fibroblasts, GFP high-content imaging, set 2; XiGFP mouse fibroblasts, % GFP-positive cells imaging, 3 d; cells co-treated with 5-aza-dC sensitizer; scaled so ellipticine positive control = 100%; activation, % at 7.58 µM; hit rate 0.055% among 360,000; AID 743238, 2013;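 active = mean normalized replicate activation at least 10% and every replicate at or above 10%; inconclusive = only one of the two criteria met; inactive = mean below 10% and not all replicates reach 10%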;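 note: 0% = median of on-plate neutral control wells and 100% = ellipticine 6 µM median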
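Material: XiGFP fibroblasts, SV40-immortalized. Buffer or medium: DMEM plus 5-aza-dC sensitizer. Compound: single concentration per compound, delivered by pin transfer. Times: 3 days compound exposure. Controls: ellipticine 6 µM.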
E-selectin induc: E-selectin induction in HUVECs, primary screen, imaging, HUVEC, immunofluorescence imaging, single point | P16581 | normalized: neutral wells 0, TNF-alpha wells 100 | activation, % at 7.58 µM | hit rate 0.37% among 260,000;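 active = mean E-selectin-positive cell signal at least 10% of the positive control, reached in at least 60% of replicates, without over 20% cell loss; inconclusive = no rule given, readout overlaps actives, possibly toxicity-flagged; inactive = the rest, including those meeting only one limit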;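 note: in these data hits start at about 27%; measured in HUVEC primary endothelial cells; signal is the percent of cells scored E-selectin positive by PE staining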
Target sequence (P16581 whole entry, looked up): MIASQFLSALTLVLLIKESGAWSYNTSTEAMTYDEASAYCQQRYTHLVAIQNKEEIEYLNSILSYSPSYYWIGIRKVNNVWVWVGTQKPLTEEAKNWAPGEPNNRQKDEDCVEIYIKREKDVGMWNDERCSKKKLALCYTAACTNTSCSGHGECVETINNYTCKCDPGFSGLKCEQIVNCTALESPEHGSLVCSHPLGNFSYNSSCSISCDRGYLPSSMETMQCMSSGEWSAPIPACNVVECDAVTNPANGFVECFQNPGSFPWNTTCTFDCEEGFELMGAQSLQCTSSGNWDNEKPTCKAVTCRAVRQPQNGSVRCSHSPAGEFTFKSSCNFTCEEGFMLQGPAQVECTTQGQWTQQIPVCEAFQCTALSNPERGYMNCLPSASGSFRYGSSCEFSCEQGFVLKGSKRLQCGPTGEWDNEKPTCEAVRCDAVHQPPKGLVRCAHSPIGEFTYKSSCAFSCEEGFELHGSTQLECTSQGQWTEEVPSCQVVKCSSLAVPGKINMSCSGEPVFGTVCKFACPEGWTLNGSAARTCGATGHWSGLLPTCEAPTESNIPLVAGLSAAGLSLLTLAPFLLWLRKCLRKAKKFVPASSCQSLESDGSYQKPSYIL
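material = human umbilical vein endothelial cells (HUVEC), E-selectin induction | quantity = 3,000 cells/well | medium = EGM-2 growth medium on 0.1% gelatin-coated wells | technique = immunofluorescence imaging | read-out basis = % PE-positive cells | control set = TNF-alpha positive control, DMSO neutral control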
esBAF inh: Bmi1 luciferase reporter increase in mESCs, primary screen, esBAF inhibitor project, mouse ES cells, Bmi1 luciferase knock-in, single point; 24 h; 100% = twice the neutral-well signal; reporter increase, % at 12.5 µM; hit rate 2% among 350,000; in the data active = activation above about 40%; inconclusive = no clear call, values can overlap the other calls;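 note: 0% = median of the plate's neutral control wells and 100% = double that signal; a rise in the Bmi1 reporter signal indicates esBAF inhibition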
Active calls of the source: *; ? = inconclusive; . = not tested or not shown.

SMILES	Xi reactivation	E-selectin induc	esBAF inh
O=C(N/N=C/c1cccs1)c1cc(-c2ccncc2)nc2ccccc12	0.2	.	-13.8
CCNc1cc(N2CCCC2)ccc1[N+](=O)[O-]	0.0	.	-13.6
O=C(COC(=O)c1ccccc1NC(=O)c1ccccc1)c1cccc([N+](=O)[O-])c1	-0.1	.	-1.8
Cc1ccc(S(=O)(=O)N2CCOCC2)cc1NC(=O)COc1ncnc2ccccc12	0.1	.	0.2
CCCCn1[nH]c(-c2ccccc2)cc1=O	1.3	.	11.0
O=C(NNC(=O)C1CCCN(c2ncccn2)C1)c1ccncc1 (centres undefined)	0.1	.	1.5
Nn1c(COc2cccc(Cl)c2)nc2ccccc2c1=O	0.0	.	44.5*
Cc1nn(-c2ccccc2)c(NC(=O)c2cccs2)c(-c2ccc(Cl)cc2)c1=O	1.9	.	-2.8
Cc1ccn(C(=O)c2ccc(NC(=O)CC(C)C)cc2)n1	0.0	.	-5.5
CC(C)N(C)NC(=S)Nc1ccccc1	-0.1	.	-4.3
COc1cccc(/C=N/n2c(-c3n[nH]c4c3CCC4)n[nH]c2=S)c1O	0.2	.	-2.1
COc1ccc(C(=O)NCC2(c3ccccc3)CCOCC2)cc1[N+](=O)[O-]	0.0	.	-0.4
CCOc1ccc(-n2c(N)c(-c3nc4ccccc4n3C)c3nc4ccccc4nc32)cc1	0.1	.	1.3
Clc1ccc(SCCCCN2CCOCC2)cc1	0.0	.	-5.9
COc1cccc(CNC(=O)C(=O)NCCc2ccc(OC)c(OC)c2)c1	-0.1	.	-4.5
Cc1ccc(NC(=O)[C@@H]2CCCN2S(=O)(=O)c2ccccc2F)cc1S(=O)(=O)N1CCOCC1	-0.1	.	1.0
C[C@@H]1CN([C@@H](C)CO)C(=O)c2cccc(NC(=O)C3CCOCC3)c2O[C@H]1CN(C)Cc1ccc2c(c1)OCO2	-0.7	.	3.5
O=S(=O)(Nc1ccc2ccccc2c1)c1ccccc1	0.3	.	10.4
C[C@@H]1CN([C@@H](C)CO)C(=O)c2cccc(NC(=O)Nc3ccc(C(F)(F)F)cc3)c2O[C@H]1CN(C)Cc1ccc(C(=O)O)cc1	0.2	.	2.5
Cc1cc(NC(=O)CCC(=O)N(CC(=O)NC2CCCC2)Cc2cccs2)no1	-0.1	.	-6.7

As entered above:
Under esBAF inh, `C[C@@H]1CN([C@@H](C)CO)C(=O)c2cccc(NC(=O)Nc3ccc(C(F)(F)F)cc3)c2O[C@H]1CN(C)Cc1ccc(C(=O)O)cc1` has the entry 2.5
Under esBAF inh, `Cc1ccc(NC(=O)[C@@H]2CCCN2S(=O)(=O)c2ccccc2F)cc1S(=O)(=O)N1CCOCC1` has the entry 1.0
Under esBAF inh, `CC(C)N(C)NC(=S)Nc1ccccc1` has the entry -4.3

Additional records
SMILES	Xi reactivation	E-selectin induc	esBAF inh
O=c1cc(-c2ccccc2)nc(SCc2ccc(F)cc2)[nH]1	0.1	.	-8.1
COc1ccc(C)cc1NC(=O)CNc1ccc(C(C)=O)cc1	0.1	.	3.3
CN(C)c1ccc(/C=C(/C#N)C(=O)NCc2ccccc2)o1	16.9*	.	48.3*
CCOc1cc(/C=N/NC(=O)c2cccs2)ccc1OC(=O)N1CCOCC1	0.0	.	33.4
COc1cc(OC)c(OC)cc1/C=N/NC(=O)c1ccc(=O)n(C)c1	-0.1	.	-9.1
CCC(Oc1ccccc1)C(=O)N(Cc1ccccc1)c1ccccn1 (centres undefined)	-0.1	.	-3.4
CCN1/C(=C/c2cc[n+](C)cc2)C=Cc2cc(C)ccc21	0.1	.	-15.4
C/C(CC(=O)Nc1ccc(F)cc1)=N\NC(=O)COc1ccccc1	-0.1	.	-5.8
COc1ccc([N+](=O)[O-])cc1N(CC(=O)NCC1CCCO1)S(C)(=O)=O (centres undefined)	0.1	.	-1.7
CCC(C)N(C)Cc1cccc(C2(O)CCN(S(=O)(=O)c3ccc(F)c(C)c3)CC2)c1 (centres undefined)	0.0	.	1.7
O=C(O)C1C2CC3C(OC(=O)C31)C2Cl (centres undefined)	0.2	.	1.0
CCCSc1cc(NCCOC(=O)CCC)c([N+](=O)[O-])c2nonc12	2.3	.	0.3
C[C@@H]1CCCCO[C@@H](CN(C)S(=O)(=O)c2cccs2)[C@@H](C)CN([C@@H](C)CO)C(=O)c2cc(NS(=O)(=O)c3ccc(Cl)cc3)ccc2O1	0.1	.	-7.3
CC(C)(O)C(=O)NN(Cc1ccccc1)c1ccccc1	0.0	.	-1.1
Cc1ccc(OC(=O)c2cccc([N+](=O)[O-])c2)c(-n2nc3ccccc3n2)c1	-0.2	.	84.5*
Cc1ccc(-c2nc3ccccc3[nH]2)cc1NC(=O)c1sc2cc(Cl)ccc2c1Cl	0.1	.	14.6
O=C(N/N=C\CCc1ccccc1)c1ccco1	-0.1	.	-6.5
CC1(C)CC(=O)c2cc3c(nc2C1)CC(C)(C)CC3=O	0.0	.	-3.7
CCCCCc1nnc(NS(C)(=O)=O)s1	-0.1	.	-9.4
COC(=O)CCc1sc(NC2CCCCC2)nc1-c1ccc(OC)cc1	0.0	.	7.7
CCOCCCn1c(SC(C(=O)Nc2cc(C)ccc2C)c2ccccc2)nnc1-c1ccc(Cl)cc1 (centres undefined)	0.0	.	-9.9
COc1cc(C(=O)OCCNC(=O)c2ccncc2)cc(OC)c1OC	0.4	.	-2.5
CCCCC(=O)Nc1ccc(NC(=S)NC(=O)CC(C)C)cc1OC	0.0	.	-4.6
COc1ccc(C(=O)N/N=C(\C)CC(=O)N2CCN(C=O)CC2)cc1	-0.1	.	-4.3
CCNS(=O)(=O)c1ccc(CCC(=O)Nc2ccccc2C(=O)OC)cc1	-0.1	.	-11.4
CCCOc1ccc(NC(=O)C2CC(=O)N/C(=N/N=C(\C)CCc3ccc4c(c3)OCO4)S2)cc1 (centres undefined)	0.1	.	2.2
CC1CCN(CCOc2ccccc2-c2ccccc2)CC1	0.0	.	-1.1
Cc1c(C(N)=O)c(-c2ccccc2)nn1-c1ccccc1	0.4	.	-4.8
O=C1CCCC/C1=C/NCc1ccccc1	0.0	.	0.4
C[C@@H]1CN([C@@H](C)CO)C(=O)c2cc(NC(=O)Nc3ccc(C(F)(F)F)cc3)ccc2O[C@@H]1CN(C)S(=O)(=O)c1cccs1	1.0	.	-3.6
FC(F)(F)c1cccc(N2CCN(C(=S)NC3CCCCC3)CC2)c1	0.7	-0.2	.
CC(C)(C)c1ccc(C(=O)NCC(=O)OCC(=O)c2ccc3c(c2)-c2ccccc2C3)cc1	0.0	0.9	.
Cc1cccc(N2CCN(C3=NC(=O)C(Cc4ccccc4)S3)CC2)c1 (centres undefined)	0.0	0.0	.
CCOc1cccc(C(=O)Nc2cccc(C(=O)NC(C)(C)C)c2)c1	0.0	0.8	.
CNC(=S)N=Nc1c(O)[nH]c2ccccc12	0.0	-0.2	.
CCOC(=O)c1nn(-c2ccc(Cl)cc2)c2nnc(Cc3ccc(C)cc3)c(=O)n12	0.2	-0.8	.
O=C(Nc1ccccc1-c1ccccc1)c1cccc(C(F)(F)F)c1	0.9	-1.2	.
Cc1ccc(S(=O)(=O)N2CCN(CC(=O)Nc3ccc([N+](=O)[O-])cc3)CC2)cc1C	0.0	-0.9	.
CN(c1ccc(OCC(=O)Nc2nc(-c3ccccc3)cs2)cc1)S(=O)(=O)c1ccc(F)cc1	0.0	0.0	.
CCc1nnc(NS(=O)(=O)c2ccc(NC(=S)NC(=O)/C=C/c3ccc(F)cc3)cc2)s1	0.0	-0.6	.

Entries above that bear a hit mark in esBAF inh:
| smiles | esBAF inh |
| --- | --- |
| Nn1c(COc2cccc(Cl)c2)nc2ccccc2c1=O | 44.5* |
| CN(C)c1ccc(/C=C(/C#N)C(=O)NCc2ccccc2)o1 | 48.3* |
| Cc1ccc(OC(=O)c2cccc([N+](=O)[O-])c2)c(-n2nc3ccccc3n2)c1 | 84.5* |

Next part
SMILES	Xi reactivation	E-selectin induc	esBAF inh
COc1ccc2c3c([nH]c2c1)[C@@H](CO)N(C(=O)c1ccc(F)cc1)CC31CN(C)C1	0.3	-0.1	.
CCCNC(=O)N1CC2(CCN(S(=O)(=O)CC)CC2)c2c(n(C)c3cc(OC)ccc23)[C@H]1CO	0.3	-0.3	.
Cc1cc(C(=O)OC(C(=O)Nc2ccc(C)c(Cl)c2)c2ccccc2)c(C)o1 (centres undefined)	-0.1	-0.4	.
COc1ccc(NC(=O)c2ccc(C#CC(C)(C)O)cc2)cc1	-0.2	0.0	.
CC(=O)c1ccc2c(c1)Cc1cc(C(C)=O)ccc1-2	0.0	0.8	.
CC(=O)N(C)C[C@@H]1Oc2cc(C3=CCCCC3)ccc2S(=O)(=O)N([C@@H](C)CO)C[C@H]1C	-0.6	-0.3	.
O=C(CN1CCN(S(=O)(=O)c2ccc(Br)cc2)CC1)N/N=C/c1cccs1	0.0	0.0	.
CN(C)C(=O)c1ccc(-c2ccc(C3[C@H]4CNC[C@@H]3N4Cc3ccccn3)cc2)cc1 (some centres undefined)	0.0	-0.1	.
COc1ccc2c3c([nH]c2c1)[C@H](CO)N(C(=O)Nc1ccc(F)cc1)CC31CN(CC2CC2)C1	?	-0.2	.
CCONC(=O)Nc1ccccc1	0.0	0.0	.
COc1cccc(/C=N/NC(=O)CSc2ccccc2C)c1O	0.0	-1.1	.
Cc1ccc(Cl)cc1OCC(=O)NCCOC(=O)Nc1sc(=S)n(C)c1C	0.0	1.8	.
Cc1cccc(C)c1C(=NCCCN(C)C)c1ccccc1	-0.1	-0.3	.
Cc1nn(CCCC(=O)NCc2ccc(Cl)cc2)c(C)c1[N+](=O)[O-]	-0.1	-0.8	.
Cc1ccc(/C=N/NC(=O)CN2CCN(S(=O)(=O)c3ccc(Br)cc3)CC2)s1	0.0	-0.1	.
CC(C)Cn1c(O)c(/C=C2\C=NN=C2c2ccccc2)sc1=S	0.2	3.7	.
C[C@H](CO)N1C[C@H](C)[C@H](CN(C)C(=O)Nc2ccc3c(c2)OCO3)Oc2ccc(NC(=O)Nc3ccc4c(c3)OCO4)cc2CC1=O	0.2	0.0	.
CC(C)C(NC(=O)OCc1ccccc1)C(=O)NCc1ccc(C(=O)O)cc1 (centres undefined)	0.1	-0.7	.
COc1ccc2c3c([nH]c2c1)[C@@H](CO)N(C(C)=O)CC31CN(C(=O)Nc2ccccc2F)C1	0.4	0.0	.
C[C@H]1CN([C@@H](C)CO)C(=O)c2cc(-c3ccc(F)cc3)cnc2O[C@@H]1CN(C)C(=O)c1ccncc1	0.3	-0.1	.
Cc1cccc(Oc2cc(NC(=O)Cn3cnc([N+](=O)[O-])n3)cc([N+](=O)[O-])c2)c1	0.1	0.4	.
O=C(CSc1nc2ccccc2s1)NCc1ccc2c(c1)OCO2	0.0	1.9	.
C[C@@H]1CN([C@@H](C)CO)C(=O)Cc2cc(NS(C)(=O)=O)ccc2O[C@@H]1CN(C)Cc1ccc(C(=O)Nc2ccccc2N)cc1	-1.3	-6.1	.
COc1ccc2c3c(n(C)c2c1)[C@H](CO)N(C(=O)c1ccncc1)CC31CN(S(C)(=O)=O)C1	0.3	-0.2	.
O=c1c(Cl)c(Cl)cnn1Cc1ccccc1Cl	2.7	-0.4	.
Cc1cccc(C(C)C)c1NC(=O)COC(=O)c1cccc(S(=O)(=O)N2CCc3ccccc3C2)c1	0.0	0.1	.
O=c1[nH][nH]c(-c2ccccc2O)c1C(C[N+](=O)[O-])c1ccccc1 (centres undefined)	0.0	-0.1	.
c1ccc(-c2ccc([C@H]3[C@H]4CNC[C@@H]3N4Cc3cc(-c4ccccc4)on3)cc2)cc1	0.2	0.4	.
CC(C)(C)c1ccc(C(=O)NNC(=S)NCC2CCCO2)cc1 (centres undefined)	0.1	-1.2	.
COc1ccc(-n2c(SCC(=O)Nc3ccc([N+](=O)[O-])cc3OC)nc3ccccc32)cc1	0.0	-0.4	.
C[C@@H]1CN([C@@H](C)CO)S(=O)(=O)c2ccc(-c3cccnc3)cc2O[C@@H]1CN(C)C(=O)C1CC1	0.0	-0.4	.
O=c1c2sccc2n(Cc2ccc(F)cc2)c(=O)n1-c1ccc(F)cc1	0.0	-1.1	.
O=C(NCC(=O)N(CCN1CCOCC1)C(C(=O)NC1CCCC1)c1cccnc1)c1cccs1 (centres undefined)	2.7	0.0	.
CCCCn1c(O)c(N=NC(=O)c2ccccc2NS(=O)(=O)c2cccs2)c2ccccc21	-0.1	-0.2	.
Cc1cc(C)c(S(=O)(=O)N2CCN=C2c2ccccc2)c(C)c1	0.0	-0.1	.
CCOC(=O)/C(N=Nc1cc(C(=O)O)cc(C(=O)O)c1)=C(\O)CCl	0.0	0.1	.
COc1ccccc1OCC(=O)NCCSCc1cccc(Cl)c1	-0.1	-0.3	.
COC(=O)N/N=C(\C)c1ccc(OC(F)F)cc1OC(F)F	0.0	-0.4	.
COc1ccc(/C=N/NC(=O)c2cc(-c3ccccc3OC(C)C)nc3ccccc23)cc1CN1CCOCC1	-0.1	0.3	.

Some of the compounds tested; the hit share may differ from the screen's.
